Screening data from PubChem BioAssay.
CHRM4 PAM: human M4 muscarinic receptor positive allosteric modulators, primary screen, CHO-K1 cells, Fluo-8 calcium fluorescence. CHO-K1 hM4/Gqi5, ACh EC20; 0% = ACh EC20, 100% = maximal ACh. Muscarinic acetylcholine receptor M4 (Homo sapiens), P08173. activation, % at 3 µM. 0.4% of 360,000 active;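 active = activation above its plate's cutoff, the mean activation of sample wells plus 3 SD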; note: some results filed as inactive read as strong as hits
Target sequence (P08173 whole entry, looked up): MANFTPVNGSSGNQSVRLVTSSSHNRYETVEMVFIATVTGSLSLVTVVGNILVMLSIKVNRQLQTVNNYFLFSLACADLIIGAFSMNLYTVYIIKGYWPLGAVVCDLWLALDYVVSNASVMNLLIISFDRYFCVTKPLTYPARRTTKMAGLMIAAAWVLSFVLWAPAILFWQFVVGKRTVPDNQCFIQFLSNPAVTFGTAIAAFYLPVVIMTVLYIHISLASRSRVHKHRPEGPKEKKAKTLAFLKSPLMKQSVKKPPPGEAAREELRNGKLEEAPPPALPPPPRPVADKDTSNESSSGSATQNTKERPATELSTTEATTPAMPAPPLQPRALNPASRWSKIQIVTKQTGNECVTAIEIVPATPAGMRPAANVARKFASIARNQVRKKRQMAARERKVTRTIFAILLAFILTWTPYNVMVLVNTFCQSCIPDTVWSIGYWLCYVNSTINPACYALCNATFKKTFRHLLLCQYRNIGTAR
M5 PAM: human M5 muscarinic receptor positive allosteric modulators, primary screen, CHO-K1 cells, Fluo-8 calcium fluorescence | Muscarinic acetylcholine receptor M5 (Homo sapiens), P08912 | CHO-K1 hM5, ACh EC20 PAM; 0% = ACh EC20, 100% = ACh EC100 | activation, % at 3 µM | 0.3% of 360,000 active | AID 624038, 2012;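 active = activation above the run cutoff, the mean activation of all test compounds plus 3 SD, cut at about 18% in these data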
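Measured by: Fluo-8 calcium fluorescence; material: human M5 receptor in CHO-K1 cells; schedule: Post-acetylcholine fluorescence recording 140 s; benchmarks: low control EC20 acetylcholine (0%), high control EC100 acetylcholine (100%); read-out: Max/basal fluorescence ratio as % of EC20–EC100 ACh window; compound: single dose, 3 µM nominal final test concentration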
M5 ag: human M5 muscarinic receptor agonists, primary screen, CHO-K1 cells, Fluo-8 calcium fluorescence; CHO-K1 hM5 cells; 0% DMSO wells, 100% maximal acetylcholine response; 0.19% of 360,000 active; activation, % at 3 µM;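 active = activation above the run's mean over test compounds plus 3 SD, cut at about 23% in these data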;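 note: signal is peak over basal fluorescence ratio across the kinetic read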
M1 PAM parental: nonselective calcium activators in parental CHO-K1 cells, primary screen, counter-screen for M1 PAM project, cell-based, Fluo-8 calcium fluorescence, full deck, 1536-well; ATP EC20; 0% at ATP EC20, 100% at ATP max; activation, % at 3 µM; 0.02% of 360,000 active;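 active = activation above the run cutoff, the mean activation of all test compounds plus 3 SD, cut at about 40% in these data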;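 note: peak over basal fluorescence ratio in a 140 s read after ATP addition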
TAAR1 antag: human TAAR1 antagonists, primary screen, Fluo-8 calcium fluorescence, CHO RD-HGA16 cells. antagonist. inhibition, % at 3 µM. 1.5% of 360,000 active;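 active = inhibition above a per-plate cutoff, the mean inhibition of test compounds on that plate plus 3 SD, cut at about 49% in these data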;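 note: 0% = DMSO plus EC80 beta-PEA response and 100% = DMSO alone without agonist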
Target sequence (Q96RJ0 whole entry, looked up): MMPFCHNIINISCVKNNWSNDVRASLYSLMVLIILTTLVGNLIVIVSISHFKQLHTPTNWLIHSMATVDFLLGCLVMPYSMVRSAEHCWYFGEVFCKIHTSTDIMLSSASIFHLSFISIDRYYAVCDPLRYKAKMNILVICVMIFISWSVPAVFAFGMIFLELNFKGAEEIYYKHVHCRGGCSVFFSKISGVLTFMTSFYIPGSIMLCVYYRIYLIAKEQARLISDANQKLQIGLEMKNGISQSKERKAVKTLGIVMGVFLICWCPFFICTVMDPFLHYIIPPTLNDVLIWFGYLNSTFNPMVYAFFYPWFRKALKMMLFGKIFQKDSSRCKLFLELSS
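Material: CHO RD-HGA16 cells bearing hTAAR1; compound dosing: one-point dosing, 3 µM nominal final; schedule: dye loading 75 min at 37 °C, then 30 min room temperature; measured by: calcium fluorescence with Fluo-8; control set: vehicle and agonist controls; replication: n of 1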
TAAR1 agonist: human TAAR1 agonists, primary screen, Fluo-8 calcium fluorescence, CHO RD-HGA16 cells | activation, % at 3 µM | vehicle wells 0%, saturating PEA agonist 100% | 0.99% of 360,000 active | Trace amine-associated receptor 1 (Homo sapiens), Q96RJ0;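 active = activation above the mean activation of all test compounds in the run plus 3 SD, cut at about 38% in these data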
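Repeats: no replicates (n 1) | Material: CHO-derived RD-HGA16 cells with stable Gα16 and human TAAR1 | Technique: Kinetic Fluo-8 calcium fluorescence | Schedule: 17-24 h seeding, 75 min 37 °C dye, 30 min RT | Evaluation: % activation from peak over basal fluorescence ratio, DMSO-to-PEA scaled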
M5 antag: human M5 muscarinic receptor antagonists, primary screen, CHO cells, Fluo-8 calcium fluorescence. inhibition, % at 3 µM. CHO-hM5 cells, ACh EC80. 0.59% of 360,000 active. Muscarinic acetylcholine receptor M5 (Homo sapiens), P08912;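 active = inhibition above a per-plate cutoff, the mean of that plate's test compounds plus 3 SD, cut at about 27% in these data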;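 note: 0% = acetylcholine EC80 with DMSO and 100% = DMSO without agonist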
CRFBP-R2 block: antagonists of CRF-BP/CRF-R2 complex, primary screen, cell-based, HEK293, calcium dye fluorescence, uHTS | CRF-induced calcium fluorescence | inhibition, % at 11.8 µM | 0.59% of 350,000 active;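 active = inhibition of the ligand-induced calcium signal above about 50% at the single tested concentration, limit read from the data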
CRFR2-BP ag: agonists of CRF-BP/CRF-R2 complex, primary screen, cell-based, HEK293, calcium dye fluorescence, uHTS. 0.46% of 350,000 active. CRF-binding protein / CRF receptor 2 complex (human). calcium dye fluorescence (FLIPR); percent of saturating CRF peptide response. activation, % at 13.2 µM. AID 588473, 2011;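 active = activation of at least 50%, plus an integration ratio under a set limit after plate pattern correction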;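 note: plate controls were neutral control wells without compound for no effect and CRF at EC100 for full effect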
Active calls of the source: *; . = not tested or not shown.

Compound	TAAR1 antag	M1 PAM parental	M5 ag	CHRM4 PAM	CRFBP-R2 block	M5 PAM	M5 antag	CRFR2-BP ag	TAAR1 agonist
Cc1cccc2c1N(CCCOc1ccc(C(C)(C)C)cc1)C(=O)C2=O	.	10.0	7.0	1.7	-55.7	-4.3	-1.6	2.0	.
O=C1N=C(N2CCCC2C(=O)O)S/C1=C\c1ccco1 (centres undefined)	16.1	5.5	7.8	-6.0	-18.6	-4.6	-0.7	6.5	1.1
Cc1ccc(S(=O)(=O)NC(=O)C2(C)CCN2C(=O)Cc2cc(F)ccc2F)nc1 (centres undefined)	-2.0	15.5	-0.3	3.7	.	1.1	-2.8	.	1.0
Cc1nc2sc(C(=O)O)c(N)c2c2c1COC(C)(C)C2	8.9	8.8	-3.6	-3.5	6.4	-4.1	-2.3	-3.0	3.0
CC(C)(C)C1CCc2nc(NC(=O)Cc3cn4ccsc4n3)sc2C1 (centres undefined)	-3.8	0.4	2.1	-4.4	-18.5	-5.8	-2.7	-0.8	20.7
Cc1cc(NCc2ccco2)n2c(nc3ccccc32)c1C#N	-7.7	-1.5	2.6	16.9	-5.7	-6.0	0.8	9.7	2.0
Cc1ccccc1OCC(=O)Nc1ccccc1N1CCCCC1	14.5	28.7	-3.5	-0.8	-23.5	-1.1	-2.3	0.7	6.8
CC(=O)N1CCN(c2nc(C)nc3sc4c(c23)CCC(C)C4)CC1 (centres undefined)	-1.2	-5.2	-2.7	1.9	18.2	-3.4	6.0	-1.7	3.9
O=C(O)/C=C/C(=O)NNC(=O)c1cccc(Br)c1	1.9	29.2	-2.2	-0.8	-8.5	-1.4	3.3	-0.6	-1.5
O=C(NCCc1nc2ccc(Cl)cc2[nH]1)C1CCC(=O)N(Cc2cccc(F)c2)C1 (centres undefined)	-11.7	-4.3	-5.2	-1.2	-21.0	-2.9	2.9	-7.9	0.8
CC(NC(=O)COC(=O)c1ccc(OCC2CCCO2)cc1)c1ccccc1Cl (centres undefined)	7.1	-7.6	1.7	-10.5	-5.4	-11.7	11.5	0.4	3.1
O=C1CCC2c3ccc4ccccc4c3CCN12 (centres undefined)	-9.9	25.8	-2.4	-4.2	-1.9	1.4	-2.3	-0.2	11.3
Cc1ccc2c(c1)sc(C)[n+]2CCCS(=O)(=O)[O-]	-8.7	11.3	1.7	2.9	0.0	0.2	7.2	0.5	0.3
O=[N+]([O-])c1cccc(/C=N/N2CCN(Cc3ccc(Cl)cc3)CC2)c1	-21.6	6.8	-3.7	-9.1	2.6	-10.9	5.2	0.0	0.6
NS(=O)(=O)OCCCc1ccccc1	-19.8	-3.5	-0.3	10.3	1.4	-0.6	15.7	-1.3	9.6
Cc1ccc(NC(=O)/C(=C/C=C/c2ccccc2)NC(=O)c2ccccc2)cc1	25.2	14.6	-1.5	-5.7	27.3	-10.0	10.6	-2.8	2.7

Limited to M5 ag, for 3 of the compounds above:
| smiles | M5 ag |
| --- | --- |
| O=C1CCC2c3ccc4ccccc4c3CCN12 (centres undefined) | -2.4 |
| O=C(O)/C=C/C(=O)NNC(=O)c1cccc(Br)c1 | -2.2 |
| Cc1ccc2c(c1)sc(C)[n+]2CCCS(=O)(=O)[O-] | 1.7 |

Next part
Compound	TAAR1 antag	M1 PAM parental	M5 ag	CHRM4 PAM	CRFBP-R2 block	M5 PAM	M5 antag	CRFR2-BP ag	TAAR1 agonist
COc1ccc(CN(C)C(=O)c2cnc(C)cn2)c(OC)c1OC	-8.0	17.9	-2.9	-2.3	2.4	-4.9	10.7	0.0	0.1
CCOc1ccc(NC(=S)NCCN2CCN(Cc3ccccc3)CC2)cc1	-21.7	9.5	-6.6	-10.5	-6.2	-1.9	2.9	1.2	-0.5
COC(=O)C(CCSC)NC(=O)c1cn(-c2ccc(OC)cc2)c(=O)c2ccccc12 (centres undefined)	-0.4	-0.3	-1.7	1.9	8.4	3.7	3.6	-1.8	-0.3
O=C(Nc1nccs1)c1ccc(S(=O)(=O)NCc2cccs2)cc1	16.7	3.7	5.2	-6.0	22.1	-15.3	6.5	-1.8	1.2
COc1ccc(-c2cc(C(=O)N3CC(C)CC(C)C3)c3ccccc3n2)cc1 (centres undefined)	20.3	10.8	-3.2	1.0	1.4	0.3	5.2	-1.4	-1.1
Cc1ccc(NC(=O)C2c3ccccc3Oc3ccccc32)nc1	16.6	11.9	-2.2	-7.5	11.4	-9.8	9.6	2.2	5.5
CC(C)C[C@@H](CNCC(=O)[C@H](CC(C)C)NC(=O)c1[nH]cnc1C(=O)N[C@@H](C)CN)NC(=O)c1nc[nH]c1C(=O)N[C@@H](CC(C)C)C(=O)O	2.0	6.4	4.5	10.8	18.2	7.5	-12.2	0.8	-0.1
O=C(CCc1ccccc1)Nc1cc2c(cc1Cl)OCCO2	-9.5	-11.1	-5.9	-3.0	34.6	-4.2	3.5	-1.0	-2.4
CCCc1nc2sc3c(c2c(=O)n1NC(=O)CCC(=O)O)CCCC3	.	14.3	-1.1	-7.9	-27.0	-10.4	1.6	3.3	.
COc1ccc(N=C2C(=S)N(c3ccc(OC)cc3)C(=NS(=O)(=O)c3ccccc3)N2c2ccccc2)cc1	-9.3	8.8	-0.9	-0.1	19.8	-2.5	16.2	1.3	4.4
N#Cc1c(N2CCCC(O)C2)nc(N)c2c(N)nc3c(c12)CC(=O)N3C12CC3CC(CC(C3)C1)C2 (centres undefined)	13.4	-10.7	-3.7	0.5	-44.4	1.6	-7.2	17.6	5.0
Cc1cc(OC(=O)c2ccc(S(=O)(=O)N(C)C)cc2)c([N+](=O)[O-])c(=O)[nH]1	4.8	-8.5	-1.2	6.8	-15.7	1.1	-0.9	0.0	0.8
Cc1nc2cc(C(=O)O)ccc2s1	-0.5	6.2	1.2	17.2	3.3	7.8	4.5	-1.4	0.7
CCc1ccc[n+](-c2[nH]c(=O)sc2/C=N/N=C(\N)[O-])c1	-30.4	8.3	0.9	6.0	-2.3	1.9	10.2	0.0	2.4
O=C(c1cc(-c2ccncc2)nc2ccccc12)N1CCN(c2ccccc2O)CC1	60.2*	18.5	1.4	-6.6	-20.7	-10.3	18.4	-0.5	15.7
CC(C)(C)n1cnnc1Sc1ncccc1[N+](=O)[O-]	-8.2	-12.8	0.8	-0.1	-3.6	4.2	3.2	-2.6	2.9
CC(=O)ON1C(C)(C)CC(OC(=O)c2ccccc2)CC1(C)C	10.5	20.2	0.3	0.7	-48.6	8.5	-4.0	-1.0	-0.2
COc1cc(OC)cc(C(=O)NC2CCSc3ccccc32)c1 (centres undefined)	5.3	24.0	-6.8	3.2	14.0	0.5	0.3	-1.1	0.3
Cc1c(C(=O)N2CCN(c3ccccc3F)CC2)oc2c1C(=O)CC(C)(C)C2	48.2	3.4	0.1	-4.8	10.4	-7.5	14.0	-0.7	3.6
COC(=O)c1ccccc1NC(=O)c1ccco1	1.8	-6.1	-3.1	14.8	12.8	8.0	-3.2	-2.6	12.6
Cc1nc(SCc2nc3c(O)cccc3[nH]2)c2oc3ccccc3c2n1	25.4	19.1	-4.1	1.4	16.3	1.9	-5.0	-3.8	8.9
Cc1cccn2c(=O)c3cc(C(=O)NC4CCCC4)c(=N)n(C4CCCCC4)c3nc12	2.4	1.2	-4.1	-7.0	24.1	3.4	5.9	2.9	-1.2
Cn1nc(C(F)(F)F)c(CO)c1Sc1ccc(F)cc1	-5.0	7.3	-2.6	-8.7	11.0	-6.4	12.0	-1.1	7.7
Cc1ccc(NC(=O)CCC(=O)Nc2ccc(C)cc2)cc1	-7.5	-0.6	-2.2	8.6	3.5	13.8	0.1	-1.2	13.0

Brought forward from above: 2 entries, followed by the next part.
Compound	TAAR1 antag	M1 PAM parental	M5 ag	CHRM4 PAM	CRFBP-R2 block	M5 PAM	M5 antag	CRFR2-BP ag	TAAR1 agonist
Cn1nc(C(F)(F)F)c(CO)c1Sc1ccc(F)cc1	-5.0	7.3	-2.6	-8.7	11.0	-6.4	12.0	-1.1	7.7
Cc1ccc(NC(=O)CCC(=O)Nc2ccc(C)cc2)cc1	-7.5	-0.6	-2.2	8.6	3.5	13.8	0.1	-1.2	13.0
Fc1cccc(F)c1/C=N/NC(=S)Nc1cccnc1	-11.3	5.7	-3.0	-3.4	-2.5	-2.6	5.7	-5.1	3.4
CC1CC1C(=O)Nc1cc(C(F)(F)F)ccc1N1CCOCC1 (centres undefined)	-13.5	12.8	-0.8	6.2	-12.5	0.7	2.6	0.0	1.4
C=CCNc1ncnc2c1cnn2-c1cccc(C)c1	20.7	-9.2	1.2	-8.0	3.3	-7.1	6.2	-1.6	0.2
O=C(CNC(=O)Cc1ccccc1)NCc1cccc(C(F)(F)F)c1	8.8	13.3	-2.3	4.2	11.6	-2.0	11.4	1.5	-2.7
COc1cc(NC(=O)CN2C(=O)NC(c3ccccc3)(c3ccccc3)C2=O)c(C)cc1[N+](=O)[O-]	12.5	7.2	-1.0	7.0	-7.1	-4.3	5.6	0.3	1.0
Clc1ccc(-c2[nH]ncc2N=Nc2ccccc2)cc1	-1.1	13.3	-3.9	-0.4	5.6	14.0	-6.5	-0.1	11.7
COc1ccc(C2/C=C\CN(C(=O)C3CC3)CC(=O)N2Cc2ccc(F)cc2)cc1 (centres undefined)	7.1	-21.0	0.1	-5.4	-1.1	-9.0	5.1	-0.3	5.4
Cn1c(=O)c2c(nc(CN3CCOCC3)n2CCCO)n(C)c1=O	3.2	20.9	3.4	16.4	-0.1	8.6	-8.4	-0.6	9.9
CCSC(=Nc1ccccc1)N1CCOCC1	-7.1	3.6	-1.2	-2.9	-3.4	-1.7	2.7	0.6	1.3
CC(C)(C)CN1CCNC(=O)C1CC(=O)N1CCN(c2ccccc2)CC1 (centres undefined)	-11.7	6.7	4.0	-0.8	-2.7	5.5	0.0	0.6	0.6
Cc1ccc(C(=O)CSc2nnc(COc3ccc(C#N)cc3)n2-c2ccccc2)cc1	1.2	16.4	-9.2	3.1	-19.9	3.1	-0.2	1.6	6.4
O=C(CSc1nc2c(c(=O)n1-c1ccc(Br)cc1)SCC2)NCc1ccco1	-34.3	14.4	-0.1	7.3	21.6	3.9	3.8	-1.3	-2.9
COc1ccccc1OCCOCCOc1ccc(C)cc1Br	-20.5	27.4	-4.4	-0.7	22.7	4.4	-2.7	-0.1	-0.6

The order is random; any-hit rate near 4.2%.
